Assay outcomes: PubChem BioAssay, Emory University Molecular Libraries Screening Center
14-3-3 PPI: alters human 14-3-3 gamma binding to Raf peptide. FP, 14-3-3gamma / TMR-pS259-Raf peptide binding. inhibition, % at 40 µM. 0.19% of 160,000 active. AID 422; in the data active means inhibition above about 30%;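 further: 0% = protein plus tracer without compound and 100% = blank with tracer alone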
Target sequence (P61981 whole entry, looked up): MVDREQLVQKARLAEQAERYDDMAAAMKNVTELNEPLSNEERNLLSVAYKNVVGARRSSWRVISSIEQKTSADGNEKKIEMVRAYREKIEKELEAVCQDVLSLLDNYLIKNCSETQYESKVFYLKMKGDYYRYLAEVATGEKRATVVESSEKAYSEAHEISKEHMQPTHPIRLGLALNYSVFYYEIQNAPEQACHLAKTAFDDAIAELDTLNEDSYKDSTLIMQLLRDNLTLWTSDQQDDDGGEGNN
* = called active by the depositor; & = joins results of further samples. These rows are one share of the data (hit frequency here may not be typical).

14-3-3 PPI | SMILES
3 | COC(=O)C1=CN(C)C=C(C(=O)OC)C1c1ccccc1Br
4 | CCCCC(CC)CNC(=O)c1c(-c2ccccc2)noc1C (stereo not given)
4 | O=C(CN1CCCCCC1)Nc1cccc2c1OCO2
-225 | CCOc1cc([N+](=O)[O-])cc(C=Nc2ccc(N3CCOCC3)cc2)c1O
-6 | COc1ccc(C(=O)Nc2ccc(S(=O)(=O)N3CCCCC3)cc2)cc1OC
-2 | Cc1nc2c(sc3nc(C)c(C)c(C)c32)c(=O)o1
-1 | Cc1cc(NS(=O)(=O)c2ccc(N)cc2)no1
1 | Cc1ccc(C)n1C1CCS(=O)(=O)C1 (stereo not given)
-1 | Cc1cccc(-c2nc(Nc3cccc(F)c3)c3ccccc3n2)c1
-6 | CCN(CC)CCNC(=O)c1cc(-c2ccc(C)c(C)c2)nc2ccccc12
1 | COc1cc(SC)ccc1C(=O)NCCCOC(C)C
0 | O=C(CN1CCCN(S(=O)(=O)c2ccc(F)cc2)CC1)Nc1ccc2c(c1)OCO2
-14 | COc1cc2nc(=S)n3c(c2cc1OC)NC(CC(=O)O)C3=O (stereo not given)
-3 | COc1cc2nc(CN(C)CC(=O)Nc3ccc(N4CCOCC4)cc3)[nH]c(=O)c2cc1OC
0 | COc1cccc(CNC(=O)Cn2cc3c(n2)CCCCC3)c1
-22 | CC(=O)NC(=O)c1cc2ccccc2oc1=Nc1cccc2ccccc12
-23&-5 | O=C(CSc1nc2c(c(=O)n1-c1ccc(F)cc1)SCC2)N1CCCC1
-4 | CC(C)Oc1ccc(C(=O)Nc2ccc(N3CCCC3)cc2)cc1
-3 | CCCCCCC1CC(=O)NC(=O)N1 (stereo not given)
-42 | Cc1cc(C)c(S(=O)(=O)NCC23C=CC(O2)C2C(=O)N(c4ccc(Cl)cc4)C(=O)C23)c(C)c1 (stereo not given)
-3 | O=C(c1nsc(Cl)c1Cl)N1CCCCC1
-7 | CC(=O)Nc1ccc(S(=O)(=O)N2CCN(S(=O)(=O)c3ccccc3)CC2)cc1
-17 | O=C(COc1ccc(S(=O)(=O)NCCc2ccccc2)cc1)N1CCCC1
-10 | Cc1cccc(C)c1Nc1nc2ccccc2o1
-6 | COc1ccccc1-c1cc(C(=O)NCC(C)C)no1
-2 | CC(Oc1ccc(NC(=O)c2ccco2)cc1)C(=O)N1c2ccccc2CC1C (stereo not given)
1 | CC1(C)CC(=O)C2=C(C1)c1c(ccc3ccccc13)NC2c1ccc(N2CCOCC2)cc1 (stereo not given)
-1 | CCc1ccc(S(=O)(=O)N2CCSC2c2cc(OC)ccc2OC)cc1 (stereo not given)
-3 | CC(=O)C1=C(Nc2ccc(Br)cc2)CC(C)(O)C(C(C)=O)C1c1ccc(Br)cc1 (stereo not given)
-68 | O=C(NCc1ccccc1)Nc1cc(=O)c2ccccc2o1
-1 | COc1cccc2sc(NC(=O)c3cc(=O)c4ccccc4o3)nc12
-27 | CCN1CCCC1CNC(=O)c1cc(-c2ccc(Cl)s2)nc2ccccc12 (stereo not given)
5 | Cc1cc(N2CCOCC2)nc(N2CCOCC2)n1
-11 | COc1ccc(NC(=O)c2cc(-c3ccccc3OC)on2)c(OC)c1
-9 | Cc1noc(C)c1C(=O)OCC(=O)NCCc1ccc(Cl)cc1
-5 | CC(=O)NC(=O)CSc1nc2ccccc2o1
1 | Cn1c(=O)cc(SCC(=O)NCc2cccnc2)c2ccccc21
-1 | COc1ccc(OCC(=O)Nc2ccccc2C(C)C)cc1
-5 | CCN(CC)CCNC(=O)c1cn(CC)c2ccc(S(=O)(=O)N(C)C)cc2c1=O
-1 | COc1ccc(Cn2c(=S)[nH]c3sc(C(=O)N(C)C)c(C)c3c2=O)cc1
0 | CCN(CCCNC(=O)CN1C(=O)CSc2ccccc21)c1cccc(C)c1
3 | O=C(O)C1CCCN(S(=O)(=O)N2CCCCCC2)C1 (stereo not given)
-3 | COc1cccc(CNC(=O)c2cc3ccccn3n2)c1
-8 | Cc1ccccc1Nc1nc(C2(C)CC3(CC(C)OC3=O)C(=O)O2)cs1 (stereo not given)
-2 | CCOC(=O)c1c(NC(=O)CSc2nnc3ccccn23)sc2c1CCC(C)C2 (stereo not given)
-2 | CC1(C)CC(=O)C=C(NCCO)C1
-12 | CCOC(=O)C1=C(N)OC2=C(C(=O)CC(c3ccccc3Cl)C2)C1c1ccccc1Cl (stereo not given)
6 | CN1CCN(C(=O)CCCOc2ccc(Cl)cc2Cl)CC1
-11 | O=C(Nc1nccs1)c1ccccc1Br
-5 | CCOC(=O)CCC(=O)OCC(=O)NC(C)C1CC2CCC1C2 (stereo not given)
-6 | c1ccc2c(CNCCN3CCOCC3)cccc2c1
1 | Cc1onc(-c2ccccc2)c1C(=O)Nc1ccc(S(=O)(=O)NCCc2ccccc2)cc1
-2 | NC(=O)CSc1nc2ccccc2n1Cc1ccccc1Cl
-8 | COc1ccc(C(=O)CN2C(=O)NC3(CCCc4ccccc43)C2=O)cc1OC (stereo not given)
-5 | C=CCNS(=O)(=O)c1ccc(F)c(C(=O)Nc2ccc(C)c(C)c2)c1
7 | Cc1ccccc1NS(=O)(=O)c1cc(C(=O)N2CCCC2)ccc1C
-8 | O=C(NCc1ccco1)c1nc2ncccn2n1
5 | Cc1nnc(C)n1/N=C/c1cccc(Oc2ccccc2)c1
-6 | COc1ccc(/C(O)=C2/C(=O)C(=O)N(CCCN(C)C)C2c2ccc(Cl)cc2)cc1OC (stereo not given)
-2 | CC1(C)CC(=O)C(C(c2cccnc2)C2C(=O)CC(C)(C)CC2=O)C(=O)C1

The listing continues:
14-3-3 PPI | SMILES
-7 | CCOC(=O)C1=NNC2(C)C(=O)N(c3ccc(C)c(C)c3)C(=O)C12 (stereo not given)
-33 | Cc1ccc(N2C(=O)CC(Sc3nc(-c4ccccc4)ccc3C#N)C2=O)cc1 (stereo not given)
-3 | O=C(Nc1cccc([N+](=O)[O-])c1)c1cc(S(=O)(=O)NC2CCCCC2)ccc1Cl
-2 | COc1cc(SC)ccc1C(=O)N1CCCCCC1
-3 | CCOc1cccc(-c2nnc3sc(-c4cccs4)nn23)c1
-5 | N=c1ccn(Cc2ccc(Cl)cc2)cc1
-6 | COc1ccc(-c2nnc(SCc3nnc(-c4ccccc4)o3)n2-c2ccccc2)cc1
-5&-6 | Brc1ccc(-c2nnc3sc(CNC4CCCC4)cn23)cc1
-14 | NC(=O)CSc1nc2sc3c(c2c2ncnn12)CCCC3
-3 | Cc1ccc2[nH]c(=O)c(CN(Cc3nnnn3C3CCCC3)C3CCCCC3)cc2c1
-5 | Cc1ccc(CCNC(=O)CS(=O)Cc2nc(-c3cccc(C)c3)oc2C)cc1 (stereo not given)
4 | Brc1ccc2nc(N3CCCC3)nc(-c3ccccc3)c2c1
4 | CC1CCN(S(=O)(=O)c2ccc(NC(=O)CN3CCN(C)CC3)cc2)CC1
-1 | COc1ccc(Nc2ncc3c(n2)CC(c2ccccc2)CC3=O)cc1 (stereo not given)
6 | O=C(Nc1ccc(Cl)cn1)c1ccc([N+](=O)[O-])cc1

Reprinted from the part before: three compounds, then new ones.
14-3-3 PPI | SMILES
4 | CC1CCN(S(=O)(=O)c2ccc(NC(=O)CN3CCN(C)CC3)cc2)CC1
-1 | COc1ccc(Nc2ncc3c(n2)CC(c2ccccc2)CC3=O)cc1 (stereo not given)
6 | O=C(Nc1ccc(Cl)cn1)c1ccc([N+](=O)[O-])cc1
0 | COC(=O)c1nc2nc(-c3cccs3)cc(C(F)(F)F)n2n1
-202 | CCCN1CCN(c2cc(Nc3cccc(C(=O)OCC)c3)c3c4c(onc24)-c2ccccc2C3=O)CC1
0 | COc1ccc(C(=O)n2c(=S)nc3ccccn32)cc1
2 | c1ccc(-c2csc(N3CCN(c4ccccn4)CC3)n2)cc1
-4 | CCCc1nc(S(=O)(=O)Cc2ccc(Cl)cc2Cl)n[nH]1
14 | CCn1cc(C(=O)N2CCN(c3ccc(F)cc3)CC2)c(=O)c2cc(S(=O)(=O)N3CCCCC3)ccc21
-3 | CC(C)CCn1nnnc1C(c1ccc(N(C)C)cc1)N1CCN(C(=O)c2ccco2)CC1 (stereo not given)
5 | COc1cc(-c2nn3c(C4CCCCC4)nnc3s2)cc(OC)c1OC
2 | COc1ccc(Cl)cc1NC(=O)CSc1nnc(COc2ccccc2)n1N
-4 | COC(=O)c1c(NC(=O)c2ccc(Cl)c([N+](=O)[O-])c2)sc2c1CCC(C)C2 (stereo not given)
-9&3 | COC(=O)c1cc(COc2ccc3ccc(=O)oc3c2)c(C)o1
-5 | CCOC(=O)N1CCN(C(=O)c2ccc3c(=O)n(-c4ccc(OC)cc4OC)c(=S)[nH]c3c2)CC1
-3 | Cc1nnc2ccc(N3CCN(c4ccccn4)CC3)nn12
-3 | O=C(Nc1ccc(Cl)cc1)c1ccc(N2CC3CC(C2)c2cccc(=O)n2C3)c(NC(=O)c2ccccc2Cl)c1 (stereo not given)
4 | CC(C)(C)NC(=O)c1nn2c(c1Cl)NC(c1cccs1)CC2C(F)(F)F (stereo not given)
-5 | Cc1ccc(NC(=O)CCS(=O)(=O)c2cccc3nonc23)cc1Cl
-2 | CCc1cc2c(=O)c(-c3ccc4c(c3)OCCO4)coc2cc1OC(C)=O
-4 | N[C@@]12CCc3nonc3[C@]1(O)CC(c1ccccc1)=[N+]2[O-]
-1 | Cc1c(C(=O)OC2CCCC2)[nH]c2c1C(=O)CCC2
7 | Cc1ccc(C(=O)C2CCN(CC(=O)Nc3ccc4c(c3)OCCO4)CC2)cc1
-19 | CC(C)OC(=O)c1ccc(NC(=O)C(C)N2C(=O)c3ccccc3C2=O)cc1 (stereo not given)
5 | Clc1c(-c2nnc3n2CCC3)sc2ccccc12
-9 | CNC(=O)C1CCCN1S(=O)(=O)c1ccc(OC)cc1 (stereo not given)
-26 | COC(=O)c1c(NC(=O)CSc2nc(C)cc(C(F)(F)F)n2)sc2c1CCC2
-10 | CC1(C)OC(=O)C2(Cc3ccccc3N3CCCCC32)C(=O)O1 (stereo not given)
2 | O=[N+]([O-])c1cn(Cc2ccc(F)cc2)cn1
-72 | COc1cccc(C(=O)Nc2ccc(N3CCCC3)c(Cl)c2)c1
0 | O=C(CSc1nnc(C2CC2)n1Cc1ccccc1)N1CCN(S(=O)(=O)c2ccccc2)CC1
-36 | CCOC(=O)c1c(C)oc2c1cc(NS(=O)(=O)c1cc([N+](=O)[O-])ccc1C)c1ccccc12
-8 | CCCOc1ccccc1N1C(=O)CC(N2CCOCC2)C1=O (stereo not given)

Five of the entries above in order of their number in 14-3-3 PPI, smallest number first.
14-3-3 PPI | SMILES
-68 | O=C(NCc1ccccc1)Nc1cc(=O)c2ccccc2o1
-12 | CCOC(=O)C1=C(N)OC2=C(C(=O)CC(c3ccccc3Cl)C2)C1c1ccccc1Cl (stereo not given)
-3 | O=C(Nc1cccc([N+](=O)[O-])c1)c1cc(S(=O)(=O)NC2CCCCC2)ccc1Cl
-2 | CC(Oc1ccc(NC(=O)c2ccco2)cc1)C(=O)N1c2ccccc2CC1C (stereo not given)
-1 | CCc1ccc(S(=O)(=O)N2CCSC2c2cc(OC)ccc2OC)cc1 (stereo not given)

The listing continues.
14-3-3 PPI | SMILES
3 | CC(CCO)Nc1nc2c(c(=O)n(C)c(=O)n2C)n1Cc1cccc(Br)c1 (stereo not given)
-1 | CCCn1c(C(C)NC(=O)c2ccc(F)cc2)nc2ccccc21 (stereo not given)
-1 | COc1ccc(-n2nc(C(=O)N3CCC(C)CC3)c3c4ccccc4n(C)c3c2=O)cc1
-7 | COc1cc(OC)cc(C(=O)N2CCN(S(=O)(=O)c3ccccc3)CC2)c1
-7 | Cc1nc(SCC(=O)Nc2cc(C)on2)c2c3c(sc2n1)CCCC3
-2 | CCSc1ccc(NC(=O)CC2c3ccccc3Oc3ccccc32)cc1
-9&1 | Cc1cc(Cl)ccc1OCCCC(=O)Nc1cccnc1
-11 | COc1ccc(NC(=O)c2cc(-c3cccs3)nc3ccccc23)cc1
0 | Cc1ccc(S(=O)(=O)NCCNC(=O)CN2CCN(C)CC2)cc1
-12 | COc1cccc(-n2c(=O)c3c(C)c(C(=O)N(C)C)sc3n(Cc3cc(C)ccc3C)c2=O)c1
-3 | O=c1c2ccccc2n(Cc2cc(=O)n3ccccc3n2)c(=O)n1Cc1ccccc1
-7 | CSc1ccc(CNC(=O)c2cc(-c3cccs3)nc3ccccc23)cc1
-7 | CCOc1cc2c(cc1OCC)C1C(C(=O)N3CCN(c4ccc(F)cc4)CC3)c3ccccc3C(=O)N1CC2 (stereo not given)
-1 | O=C(NCCCn1ccnc1)c1cnn2c1NC(c1ccccc1)CC2C(F)(F)F (stereo not given)
-3 | CC1CCCN(C(=O)c2cn(C3CCCCC3)c(=O)c3c2c2ccccc2n3C)C1 (stereo not given)

Single entries from the list:
COc1cc(OC)cc(C(=O)N2CCN(S(=O)(=O)c3ccccc3)CC2)c1 @ 14-3-3 PPI: -7
COc1ccc(-n2nc(C(=O)N3CCC(C)CC3)c3c4ccccc4n(C)c3c2=O)cc1 @ 14-3-3 PPI: -1
Cc1ccc(S(=O)(=O)NCCNC(=O)CN2CCN(C)CC2)cc1 @ 14-3-3 PPI: 0
CC(CCO)Nc1nc2c(c(=O)n(C)c(=O)n2C)n1Cc1cccc(Br)c1 (stereo not given) @ 14-3-3 PPI: 3

Continued:
14-3-3 PPI | SMILES
1 | COc1ccc(Br)cc1CN1C(=O)CCC1(C)C(=O)NC1CCCCCCC1 (stereo not given)
-9 | CCN(CC)C(=O)c1c(NC(=O)c2ccco2)sc2c1CCC2
4 | O=C(c1ccc(C2SCC(=O)N2CCc2ccccc2)cc1)N1CCCC1 (stereo not given)
-5&-1 | COc1ccc2c(c1OC)C(=O)OC2C1c2c(cc3c(c2OC)OCO3)CCN1C (stereo not given)
-6 | Cc1nc(SCC(=O)Nc2ccc(I)cc2)c(C#N)c(C)c1C
3 | CCc1ccc(C(=O)CSc2n[nH]c(-c3ccncc3)n2)cc1
-5 | CCCCOc1ccc(N2C(=O)CC(N3CCSCC3)C2=O)cc1 (stereo not given)
4 | CCC(C)OC(=O)C1=C(C)NC2=C(C(=O)C(C(=O)OC)C(C)C2)C1c1ccc(C)c([N+](=O)[O-])c1 (stereo not given)
-5 | O=[N+]([O-])c1cccc(NC2OC(CO)C(O)C2O)c1 (stereo not given)
-12 | C=CCN1C(=O)C(Cc2ccc(O)cc2)NC1=S (stereo not given)
5 | Cc1cc(NC(=O)CC2Nc3ccccc3NC2=O)no1 (stereo not given)
